Source: PubChem
NPYLR7 agonist: activates Aedes aegypti NPYLR7 receptor; activation, % at 10 µM; HEK293T NPYLR7/Galpha15, GCaMP6s calcium fluorescence; 270,000 tested, 0.15% active; in the data active = activation above about 40%;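 also: 0% = vehicle and 100% = reference agonist at the receptor; some compounds past the cut are filed as inactive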
hcGAS lum: inhibitors of human cGAS. recombinant h-cGAS, ATP depletion, Kinase-Glo luminescence. inhibition, % at 12.5 µM. 290,000 tested, 0.081% active. AID 1259398;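 also: 0% = vehicle reaction and 100% = reaction without DNA for no activity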
Target sequence (Q8N884 whole entry, looked up): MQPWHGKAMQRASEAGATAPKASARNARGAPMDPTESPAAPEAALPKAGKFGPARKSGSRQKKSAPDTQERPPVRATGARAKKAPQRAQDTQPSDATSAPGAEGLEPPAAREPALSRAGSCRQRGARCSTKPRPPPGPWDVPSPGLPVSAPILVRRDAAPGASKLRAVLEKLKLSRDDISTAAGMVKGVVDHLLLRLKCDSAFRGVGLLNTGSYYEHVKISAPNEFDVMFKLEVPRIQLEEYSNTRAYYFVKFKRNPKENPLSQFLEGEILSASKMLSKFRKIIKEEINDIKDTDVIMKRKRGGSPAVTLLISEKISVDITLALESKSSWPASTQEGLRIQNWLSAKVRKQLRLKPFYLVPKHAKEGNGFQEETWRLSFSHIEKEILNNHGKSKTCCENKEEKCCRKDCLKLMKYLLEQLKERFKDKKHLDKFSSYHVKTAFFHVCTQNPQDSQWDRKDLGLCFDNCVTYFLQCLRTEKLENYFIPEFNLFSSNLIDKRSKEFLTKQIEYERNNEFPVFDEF
mcGAS lum: inhibitors of mouse cGAS | AID 1259399 | 160,000 tested, 0.15% active | Q8C6L5 | recombinant cGAS, Kinase-Glo ATP depletion luminescence | inhibition, % at 12.5 µM;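 also: 0% = negative control wells and 100% = reference inhibitor with no enzyme activity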
Starred values were filed as active, the others as inactive; x = not tested or not shown; & = joins results of further samples. Rule as the data show it, unless noted: active = inhibition above about 40%; inactive = the rest. An unsorted share of the library, and some 0.29% of all compounds hit somewhere here.

Sample of the layout:
SMILES	NPYLR7 agonist	hcGAS lum	mcGAS lum
CCN(CCn1cccn1)C(=O)c1cc(=O)c2ccccc2o1	9	-2	x
COc1cccc2sc(N)nc12	-1	-4	-6
O=C(C1CCCN(Cc2nc(-c3cccc(Cl)c3)no2)C1)N1CCOCC1 (stereo unspecified)	3&4	-2&-4	x

The list itself, previewed entries included:
SMILES	NPYLR7 agonist	hcGAS lum	mcGAS lum
CCN(CCn1cccn1)C(=O)c1cc(=O)c2ccccc2o1	9	-2	x
COc1cccc2sc(N)nc12	-1	-4	-6
O=C(C1CCCN(Cc2nc(-c3cccc(Cl)c3)no2)C1)N1CCOCC1 (stereo unspecified)	3&4	-2&-4	x
CC(C)(S)C(N)C(=O)O (stereo unspecified)	-5&-6&3	-3&-2&-4	x
Cc1ccccc1C1CC(c2ccc(Cl)cc2)=Nc2ncnn21 (stereo unspecified)	3	-5	-3
CC(C)c1ccccc1NCc1nnnn1-c1ccc(S(C)(=O)=O)cc1	10	-6	x
Cn1c(=O)n(C)c2cc(CNC34CC5CC(CC(O)(C5)C3)C4)ccc21	1	-4	x
CC(C)c1ccc(N2CC(C(=O)N3CCC4(CCCO4)CC3)CC2=O)cc1 (stereo unspecified)	7	-4	-13
CCS(=O)(=O)c1ccc2oc(=S)n(CN3CCCC(O)C3)c2c1 (stereo unspecified)	2&1	-5&-8	x
Cn1c(=O)c2c(S(C)=O)snc2n(C)c1=O (stereo unspecified)	-1	-3	x
CCc1nc2sc(C(C)C)nn2c1S(=O)(=O)N1CCCCC1	x	-2	-4
CCOc1ccc(-n2nnnc2CN2CCN(C(=O)CC3CCCCC3)CC2)cc1	-2	-6	-10
CC(C)CN1CC(C(=O)N2CCCN(S(C)(=O)=O)CC2)CC1=O (stereo unspecified)	-2	-2	x
O=C(CCn1ccnc1)N1CCCC(CCc2ccccc2C(F)(F)F)C1 (stereo unspecified)	0	-4	-11
O=C(c1cnc(C23CC4CC(CC(C4)C2)C3)[nH]c1=O)N1C[C@H]2CNC[C@H]2C1	x	-7	-4
COCCCNC(=O)C(NC(=O)c1ccccc1C)C1CCN(S(=O)(=O)c2ccc(OC)cc2)CC1 (stereo unspecified)	22	-3	-5
Cc1ccc(CS(=O)(=O)NCc2cnn3ccccc23)cc1	2	3	x
CCC(C)N(Cc1ccc(OC)c(OS(=O)(=O)CC)c1)C(=O)C(C)C (stereo unspecified)	9	2	2
CCCCOc1ccc(C(=O)Nc2cccnc2)cc1OC	0	-1	x
COCC(=O)N(Cc1ccc(OS(=O)(=O)c2ccc(OC)cc2)cc1)Cc1ccco1	x	-6	-5
Oc1cccc2ccc(CN3CCCC(OCc4cccnc4)C3)nc12 (stereo unspecified)	0	-4	x
COc1ccc(Oc2cnn(-c3ccc(Cl)cc3)c(=O)c2Nc2ccc(C(=O)NCc3cccnc3)cc2)cc1	-3	-3	-2
COc1cc(C)c(S(=O)(=O)N2CCCC2c2ccncc2)c(C)c1 (stereo unspecified)	8	-1	x
Cc1ccc(C=C(C#N)C(N)=S)s1	0	-3	-4
CC(C)CCCCCCNC(=O)C1CC2COCC(C1)C2=O (stereo unspecified)	4	-5	x
CCN1CCN(C(=O)c2ccc(CSc3nnc(-c4ccccc4[N+](=O)[O-])n3-c3ccc(OC)cc3)cc2)CC1	4	-8	-4
Cc1onc(-c2ccccc2Cl)c1C(=O)Nc1sc2c(c1C(N)=O)CCCC2	-2	-4	-7
Cc1ccc(-c2nc(CN3CCN(c4ccc(Cl)cn4)CC3)c(C)o2)o1	-2&9	-4&-4	-8
CCc1ccc(S(=O)(=O)Nc2ccc(O)c(C(C(=O)OC(C)C)C(=O)C(F)(F)F)c2)cc1 (stereo unspecified)	2	9	x
c1ccc(COCCN2CCC3(CCOCC3)CC2)cc1	-1	-5	x

Reformatted as a markdown table: entries from further up.
| structure | NPYLR7 agonist | hcGAS lum | mcGAS lum |
| --- | --- | --- | --- |
| Cc1ccc(-c2nc(CN3CCN(c4ccc(Cl)cn4)CC3)c(C)o2)o1 | -2&9 | -4&-4 | -8 |
| COc1cc(C)c(S(=O)(=O)N2CCCC2c2ccncc2)c(C)c1 (stereo unspecified) | 8 | -1 | x |
| COc1ccc(Oc2cnn(-c3ccc(Cl)cc3)c(=O)c2Nc2ccc(C(=O)NCc3cccnc3)cc2)cc1 | -3 | -3 | -2 |
| CCN1CCN(C(=O)c2ccc(CSc3nnc(-c4ccccc4[N+](=O)[O-])n3-c3ccc(OC)cc3)cc2)CC1 | 4 | -8 | -4 |

The results go on.
SMILES	NPYLR7 agonist	hcGAS lum	mcGAS lum
CC(=O)Oc1c(-c2ccc(NC(=O)c3cccc(Cl)c3)cc2)c(C2CC2)nn1-c1ccccc1C	x	2	3
CN(C)CCN(Cc1ccccc1)C(=O)c1cc(-c2ccccc2)nc2cc(C(C)(C)C)nn12	6	-7	-11
CCCCCCCC(=O)NC(Cc1ccccc1)c1nnc(SCc2ccccc2)n1-c1ccc([N+](=O)[O-])cc1 (stereo unspecified)	-1	-14	-6
O=S(=O)(/C=C/c1ccccc1)NCC1COc2ccccc2O1 (stereo unspecified)	0	-3	-4
N#Cc1cccc(C(=O)Nc2cccc(-c3cccc(-c4ccc5c(c4)OCCO5)n3)c2)c1	-7	-3	-5
CCC(CO)N1CC(=O)C(c2nc(-c3ccc(C)cc3)cs2)C1=N (stereo unspecified)	-1	-5	-16
O=C1CSC(=S)N1N=Cc1ccc2c(c1)OCO2	5	-8	-7
O=S(=O)(NCc1ccc(CN2CCOCC2)cc1)c1cc(Cl)cc(Cl)c1	3	-6	x
Nc1nc(SCc2nnc(-c3cc4c(s3)CCCC4)o2)n[nH]1	2	-2	x
CN(Cc1nc2ccc(Cl)cc2[nH]1)C(=O)CCC(=O)NC1CCCC1	1	-6	-12
CCN(C(=S)NCc1cccs1)C1CCS(=O)(=O)C1 (stereo unspecified)	16	-5	-14
NC(=O)c1cccc(CC2CCN(C(=O)C3CCC(O)CC3)C2)c1 (stereo unspecified)	1	0	x
O=C(C=Cc1ccsc1)N1CCN(S(=O)(=O)c2ccc(F)cc2F)CC1	13	-10	-8
CCN(CC)C(=O)c1cc2c(=O)n3cccc(C)c3nc2n1C	14&3	-7&-2	x
O=C(C1CCCN1CC(O)c1cccc(Cl)c1)N1CCOCC1 (stereo unspecified)	2	-4	-6
Cc1nnsc1C(=O)NC1CC(=O)N(CCc2ccccc2)C1 (stereo unspecified)	13	-7	x
CCS(=O)(=O)N1CCC2(CC1)[C@H](C(=O)NC)[C@@H](OC(=O)Nc1ccccc1)C(=O)N2C	24	-3	-6
O=C(N=Nc1c(O)n(CO)c2ccccc12)c1ccncc1	1	-6	-3
CCCCNC1=NCCS1	9	-6	-6
O=C(CC1(O)C(=O)Nc2ccccc21)c1ccc(Br)s1 (stereo unspecified)	2	-5	-4
Cc1noc(C)c1CSc1nc2sc(C)c(C)c2c(=O)n1C	2	-2	x
C=CCn1c(SC(C)C(=O)NC(N)=O)nnc1C1CCS(=O)(=O)C1 (stereo unspecified)	6	-5	-4
COc1cccc2sc(N3CCN(C(=O)C4CCCN4S(=O)(=O)c4cccs4)CC3)nc12 (stereo unspecified)	-3	-7	-10
c1cn(CCCNc2ccc3cc[nH]c3n2)cn1	4	-3	-9
CCOC(=O)C1=C(O)/C(=C\c2ccc([N+](=O)[O-])c(O)c2)SC1=Nc1ccc(C)cc1	24	-6	-5
CC(Oc1ccccc1)C(=O)NCc1cc(-c2cc3ccccc3o2)on1 (stereo unspecified)	1	-8	-6
O=C(CC1CCc2ccccc21)NCc1cnn2ccccc12 (stereo unspecified)	-5	-6	-14
CC1CCCCC1NS(=O)(=O)c1ccc(F)cc1F (stereo unspecified)	6	-3	x
O=C(C1=C(O)C(=O)N(CCN2CCOCC2)C1c1ccccc1F)c1cccs1 (stereo unspecified)	14	0	-7
O=C(OCc1cc(-c2cccs2)on1)c1cc2ccccc2oc1=O	0	-4	x

Pulled by compound from the entries so far (6):
SMILES	NPYLR7 agonist	hcGAS lum	mcGAS lum
CCCCOc1ccc(C(=O)Nc2cccnc2)cc1OC	0	-1	x
CC(C)(S)C(N)C(=O)O (stereo unspecified)	-5&-6&3	-3&-2&-4	x
Cc1noc(C)c1CSc1nc2sc(C)c(C)c2c(=O)n1C	2	-2	x
CCN1CCN(C(=O)c2ccc(CSc3nnc(-c4ccccc4[N+](=O)[O-])n3-c3ccc(OC)cc3)cc2)CC1	4	-8	-4
O=C(N=Nc1c(O)n(CO)c2ccccc12)c1ccncc1	1	-6	-3
Nc1nc(SCc2nnc(-c3cc4c(s3)CCCC4)o2)n[nH]1	2	-2	x

Further structures.
SMILES	NPYLR7 agonist	hcGAS lum	mcGAS lum
N#Cc1ccc(CSC2=Nc3ccccc3CS2)cc1	0	1	-3
CCOC(=O)C1=C(C)N(C)C(=O)NC1c1ccccc1C(F)(F)F (stereo unspecified)	-4	-5	-4
O=S(=O)(NCCc1csc2nc(-c3cccs3)nn12)c1ccccc1Cl	0	-5	-7
COc1cc2c(cc1CNC1CCN(Cc3ccccc3)C1)OC(C)C2 (stereo unspecified)	1	-9	x
O=C(c1coc(CN(Cc2cccc(C(F)(F)F)c2)Cc2ccc(Cl)cc2Cl)n1)N1CCOCC1	x	-5	-6
COc1ccc(-n2c(-c3ccc(Cl)cc3)cc(C(=O)NCCN3CCCCC3)c2C)cc1	x	-3	-4
CO[C@H]1CN(C(C)C)[C@H]1C1CCNCC1	x	5	1
CCOC(=O)Cc1csc(N=Cc2nc(-c3ccc(Cl)cc3)oc2O)n1	-10	-4	-7
N#CCSc1ccc(Cl)cc1	-1	-5	-6
O=C(c1cc2ccccc2[nH]1)N1CCC(C(=O)N2CCc3ccccc3C2)CC1	11	-3	x
COc1cccc(C(N)=O)c1OCc1nc2ccccc2c(C)c1Cl	-3	-13	x
O=C1CCCCC1=CNc1ccc(Br)cn1	3	3	x
CC(Sc1n[nH]c(C(C)C)n1)C(=O)NC(C)c1ccc(Cl)cc1Cl (stereo unspecified)	-1	7	x
CC(C)c1nn(C)c2c1C(c1nc(-c3ccc(Cl)cc3)no1)CC(=O)N2 (stereo unspecified)	8	-1	x
CCCc1c(C)nn(-c2ccc(C(=O)Nc3cccc(C(F)(F)F)c3)cc2)c1C	-8	-5	-3
Cc1cc2ccccc2n1CCC(=O)N(Cc1ccccn1)CC1CCCO1 (stereo unspecified)	11	-5	x
COCCN(Cc1ccco1)S(=O)(=O)Cc1cccc(C)c1	6	-7	x
CN1CCN(S(=O)(=O)N[C@H]2CC[C@@H]3CCC[C@@H]32)CC1	x	-10	-5
O=C(CCN(CCc1ccccc1)c1nc(-c2ccccc2Cl)nc2cc(Cl)ccc12)NCc1cccc(C(F)(F)F)c1	-5	4	1
COc1ccc2c(c1)C1(SCCN1C(=O)C1CCCC1)C(=O)N2Cc1ccc(F)c(F)c1 (stereo unspecified)	10	-6	-5
O=C1CCCc2cc(SC(F)F)ccc21	5	-6	x
C[N+]([O-])=Cc1ccc([N+](=O)[O-])cc1	-4	2	x
O=C(Nc1ccc(Cc2ccncc2)cc1)c1cc2ccccc2oc1=O	-9	-3	-6
O=c1cc(-c2ccccc2)[nH]o1	-4	-3	-3
CN(C)c1ccc(C2CC(c3ccccc3)=NN2c2ccccc2)cc1 (stereo unspecified)	2	-2	-5
COc1ccccc1CCN1CCC(CN(C)C(=O)CC2NC(=O)NC2=O)CC1 (stereo unspecified)	-1	2	x
O=C(c1ccco1)N1CCN(C(=S)NCCCN2CCOCC2)CC1	16	-7	x
Cc1ccc(SCC(=O)NC(=O)NC2CCCC2)cc1C	3	-8	x
CNC(=O)c1ccc(N(C)C)c2ccccc12	2	-2	-5
COc1ccc(NC(=O)Cn2c(C)cc(C)c(C#N)c2=O)c(OC)c1	-4	-2	-7
COc1ccc(-c2nc(Cl)c3c4c(sc3n2)CC(C)CC4)cc1 (stereo unspecified)	1	-5	x
O=C(c1csc(-c2ccc(C(F)(F)F)cc2)n1)N(Cc1ccco1)Cc1cc2c(cc1Cl)OCO2	-8	-1	x
COC(=O)CC(=O)N1CCN(C(C(=O)Nc2ccc(OC)cc2)C2CCCC2)CC1 (stereo unspecified)	-2	-4	-5
CCC(C(=O)OC)n1cnc2c(nnn2-c2ccc(F)cc2)c1=O (stereo unspecified)	1	5	x
CC(NC(=O)CSc1nnc(-c2ccco2)n1C)c1cccs1 (stereo unspecified)	17	-4	x
O=C(COC1CCCCC1)Nc1ccc(-c2nccs2)cc1	-19	-8	x
CCCC(=O)Nc1c(-c2ccccc2)c(=O)c(C)nn1-c1ccccc1	5	-7	x
COc1ccc(-c2cc(C(=O)NCCN3CCOCC3)c(C)n2-c2ccccc2F)cc1	-10	-16	-5
O=C(NCc1ccncc1)c1coc(CN(Cc2cccc(C(F)(F)F)c2)Cc2cccc(C(F)(F)F)c2)n1	11	-5	-2
CCOC(=O)N1CCN(C(c2ccc(C(C)C)cc2)C2Sc3nc(C)nn3C2=O)CC1 (stereo unspecified)	2	2	x
CC(NC(=O)c1cc(NC(=O)C(c2ccccc2)c2ccccc2)ccc1N1CCCC1)c1ccccc1 (stereo unspecified)	-15	9	4
CSC1=NC(=Cc2ccc3c(c2)OCO3)C(=O)N1c1ccc(C)cc1	-1	-3	x
COC(=O)C1=C(C)N=c2s/c(=C/c3cccs3)c(=O)n2C1c1ccc(OC)cc1 (stereo unspecified)	-3	-3	-4
CC1=NC2=C(C(=O)CC(C)(C)C2)C(c2cccs2)C1C(=O)OC1CCCCC1 (stereo unspecified)	4	-1	-2
Cc1ccc(N(CC(=O)NCc2nnc3n2CCC3)S(C)(=O)=O)cc1	7	-6	-8
Oc1ccc(-c2ncc(Cl)cn2)cc1	0	-2	x
CCOC(=O)c1cnn(C)c1NC(=O)Cn1nc(C)c([N+](=O)[O-])c1C	-3	-4	-4
Nc1nn(-c2ncccn2)cc1Br	3	-12	-11
C=CCNc1nc2c(c(=O)[nH]c(=O)n2C)n1Cc1ccccc1Cl	x	2	-3
CCc1nc(-n2ccc3c(cnc4c(-c5ccccc5)c(CC)nn43)c2=O)n[nH]1	-2	-3	x
